Tb MetRS inh – T. brucei MetRS inhibitors, primary screen, biochemical, luminescence | inhibition, % at 11.9 µM | purified T. brucei MetRS, ATP depletion, Kinase-Glo luminescence | hit rate 0.4% among 360,000 | methionyl-tRNA synthetase (Trypanosoma brucei brucei) | AID 624268, 2012;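 active = inhibition above a per-plate cutoff of the control wells' mean inhibition plus 3 SD, cut at about 5.5% in these data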;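 also: 0% = DMSO wells median and 100% = median of wells with control inhibitor compound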
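Material – parasite MetRS enzyme · Medium – HEPES-MgCl2-KCl buffer plus DTT, spermine, BSA, pyrophosphatase · Reagent – ATP, methionine and E. coli bulk tRNA substrates · Times – 15 min enzyme-compound preincubation, 2 h reaction, 10 min detection, 25 °C · Measured by – luminescence of leftover ATP · Evaluation – percent inhibition relative to median high and low control wells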
SUMO1 PPI mod – modulators of SUMO1 protein-protein interactions, primary screen, biochemical, uHTS | Small ubiquitin-related modifier 1 (Homo sapiens), P63165 | SUMO1 binding to a labelled peptide, TR-FRET, 1 h | inhibition, % at 20 µM | hit rate 0.33% among 360,000; in the data active = inhibition above about 37%
DNMT1 block – human DNMT1 methyltransferase inhibitors, primary screen, biochemical, molecular beacon, fluorescence, HinP1I cleavage, uHTS. DNA (cytosine-5)-methyltransferase 1 (Homo sapiens), P26358. inhibition (reported as % activation of signal), % at 10 µM. hit rate 0.83% among 360,000. AID 588458, 2011; in the data active = inhibition above about 50%
CSN inh – inhibitors of CSN-mediated cullin deneddylation, primary screen, biochemical, fluorescence polarization, uHTS. COP9 signalosome complex subunit 5 (Homo sapiens), Q92905. Purified CSN, SCF-Nedd8-OG deneddylation. inhibition, % at 12.5 µM. hit rate 0.38% among 360,000;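 active = pattern-corrected inhibition above about 35%, with an unprinted fluorescence ratio check between 0.5 and 1.5, limit read from the data, passing the limit was not always enough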;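 also: 0% = enzyme with substrate and 100% = substrate without enzyme; some results filed as inactive read as strong as hits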
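Schedule: reaction 90 min, room temperature / Assay system: HEK293T-derived human Csn5 enzyme / Input: Csn5 at 0.24 nM final / Measure: inhibition of Csn5 cleavage, % / Control set: substrate-only high control, full reaction low control / Technique: fluorescence polarization of the substrate / Buffer or medium: Tris/NaCl/DTT buffer, pH 7.5 / Reagent: SCFSkp2-Nedd8OG substrate at 10 nM final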
STEP inh – STEP phosphatase inhibitors, primary screen, biochemical, fluorescence intensity, uHTS; inhibition, % at 20 µM; Tyrosine-protein phosphatase non-receptor type 5 (Homo sapiens), P54829; recombinant STEP, OMFP fluorogenic substrate; hit rate 0.25% among 360,000;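 active = inhibition at 20 µM, scaled per plate between control wells, above about 37%, limit read from the data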;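 also: 0% = DMSO with enzyme and substrate and 100% = substrate only without enzyme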
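Material: STEP (striatal-enriched tyrosine phosphatase) enzyme, cell-free; Compound dosing: 20 µM single dose in 1% DMSO; Technique: fluorescence read at 480 nm ex / 540 nm em; Times: reaction 20 min, ambient temperature; Medium: 50 mM Bis-Tris pH 6.0 with 2.5 mM DTT and 0.005% Tween 20; Also added: OMFP at 25 µM.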
Rpn11 inh – Rpn11 (PSMD14) deubiquitinase inhibitors, primary screen, biochemical, fluorescence polarization, uHTS | 26S proteasome non-ATPase regulatory subunit 14 (Homo sapiens), O00487 | human 26S proteasome, Ub4-pepOG fluorescence polarization; 20S core pre-blocked with epoxomicin | calls only at 20 µM | hit rate 0.59% among 360,000;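 active = inhibition at 20 µM, scaled to each plate's controls, above about 33%, limit read from the data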
Target sequence (O00487 whole entry, looked up): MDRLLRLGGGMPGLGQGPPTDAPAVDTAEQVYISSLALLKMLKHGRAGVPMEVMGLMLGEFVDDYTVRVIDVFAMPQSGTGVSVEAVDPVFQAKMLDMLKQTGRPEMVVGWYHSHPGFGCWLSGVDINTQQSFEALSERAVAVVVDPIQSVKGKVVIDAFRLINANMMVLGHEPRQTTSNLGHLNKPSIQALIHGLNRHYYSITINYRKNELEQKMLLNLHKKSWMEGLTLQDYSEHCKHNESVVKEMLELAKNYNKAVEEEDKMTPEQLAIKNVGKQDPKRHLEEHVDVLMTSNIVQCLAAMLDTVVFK
NadD inh – inhibitors of S. aureus NadD, primary screen, biochemical, colorimetric, uHTS | hit rate 0.78% among 360,000 | Nicotinate-nucleotide adenylyltransferase NadD (Staphylococcus aureus N315) | purified NadD enzyme, colorimetric absorbance read-out | inhibition, % at 20 µM; in the data active = inhibition above about 26%; also: some compounds past the cut are filed as inactive
LMPTP inh – LMPTP phosphatase inhibitors, primary screen, biochemical, fluorescence intensity, uHTS; Low molecular weight phosphotyrosine protein phosphatase (Homo sapiens), P24666; recombinant LMPTP-A, OMFP fluorogenic substrate; inhibition, % at 20 µM; hit rate 0.22% among 360,000;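 active = compounds that cut the enzyme signal by at least half of the control window in the single-dose screen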;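 also: plate controls were DMSO wells with enzyme plus substrate for no effect and substrate without enzyme for full effect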
Target sequence (P24666 whole entry, looked up): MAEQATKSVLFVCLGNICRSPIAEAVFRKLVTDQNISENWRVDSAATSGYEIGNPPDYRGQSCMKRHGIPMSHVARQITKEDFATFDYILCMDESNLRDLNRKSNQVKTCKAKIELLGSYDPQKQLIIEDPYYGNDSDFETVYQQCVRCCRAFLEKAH
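Buffer or medium: Bis-Tris pH 6.0, DTT, detergent; Assay system: LMPTP-A enzyme; Quantity: 0.625 nM enzyme; Detection: endpoint fluorescence intensity; Times: 50 min dark incubation at room temperature; Controls: substrate-only low control, DMSO enzyme-plus-substrate high control; Doses: single 20 µM dose; Read-out: percent inhibition versus substrate-only and uninhibited controls; Reagent: 400 µM OMFP.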
PABP1 MLLE inh – inhibitors of PABP1 MLLE–PAM2 peptide binding, primary screen, biochemical, fluorescence polarization, FITC-PAM2, GST-MLLE; Polyadenylate-binding protein 1 (Homo sapiens), P11940; inhibition, % at 20 µM; hit rate 0.36% among 360,000; AID 588489, 2011; in the data active = inhibition above about 35%, passing the limit was not always enough;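 also: plate controls were DMSO wells with GST-MLLE for no effect and wells lacking GST-MLLE protein for full effect; some results filed as inactive read as strong as hits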
Scp1 inh – Scp-1 phosphatase inhibitors, primary screen, biochemical, colorimetric, uHTS. AID 493091, 2011. hit rate 0.88% among 340,000. Carboxy-terminal domain RNA polymerase II polypeptide A small phosphatase 1 (Homo …. inhibition, % at 20 µM. Recombinant Scp1, phosphopeptide, malachite green phosphate absorbance;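 active = inhibition above about 50% at 20 µM, limit read from the data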;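 also: plate controls were DMSO wells with enzyme for no effect and wells lacking enzyme for full effect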
Target sequence (Q9GZU7 76-261 limits assumed): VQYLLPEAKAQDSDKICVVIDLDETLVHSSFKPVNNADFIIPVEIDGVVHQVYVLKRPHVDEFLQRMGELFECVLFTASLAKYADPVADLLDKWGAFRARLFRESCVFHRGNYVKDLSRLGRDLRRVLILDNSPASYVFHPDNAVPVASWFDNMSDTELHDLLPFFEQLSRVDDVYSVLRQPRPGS
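Test system: SCP-1 catalytic domain; Buffer or medium: Acidic Tris acetate buffer with magnesium and detergent; Also added: Phosphorylated 17-residue peptide substrate; Compound: single 20 µM dose, 1% DMSO; Schedule: enzyme reaction 45 min at room temperature, colour 5 min, stabilisation 30 min; Signal: Phosphate-binding colour reagent, absorbance read at 630 nm.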
* marks the source's active call; other numbers are inactive results; i = inactive; . = not tested or not shown.

SMILES	Tb MetRS inh	SUMO1 PPI mod	DNMT1 block	CSN inh	STEP inh	Rpn11 inh	NadD inh	LMPTP inh	PABP1 MLLE inh	Scp1 inh
O=C(Nc1ccc(F)c(Cl)c1)[C@@H]1O[C@H](CO)[C@H](O)[C@H](O)[C@H]1O	0.2	2	0	0	0	i	0	-0.5	3	.
COc1ccc(C)cc1NC(=O)C(OC(=O)c1cc(C)oc1C)c1ccccc1 (centres undefined)	-0.9	-3	5	-22	0	i	1	3.5	-7	-5
CCCCN1C(=O)C(CC(=O)NCCCN(C)C)CC(C(=O)N(C(C)C)C(C)C)=C1C (centres undefined)	0.1	-4	.	-3	.	.	1	-2.6	.	.
Cn1c(CN2CCOCC2)nnc1SCC(=O)Nc1nccs1	0.1	1	3	1	-4	i	0	-1.6	0	-4
CC(C)(C)C(=O)NC1(C(F)(F)F)N=C2SCCN2C1=O (centres undefined)	-0.4	1	-1	-2	-1	i	-1	-0.6	20	4
CC1CCCCC12NC(=O)N(CC(=O)NC(=O)Nc1ccc3c(c1)OCCO3)C2=O (centres undefined)	0.0	1	-1	3	-3	i	0	0.0	9	-1
COc1ccc(CNC2CC(=O)N(C)C2=O)cc1 (centres undefined)	-0.6	-3	-1	1	0	i	-1	-1.3	18	-8
O=C(Nc1nc2c(F)cc(F)cc2s1)C1CC(=O)N(Cc2ccco2)C1 (centres undefined)	-0.3	10	6	4	22	i	-5	0.5	0	-2
CC(=O)c1ccc2c(c1)N(Cc1ccccc1)C(=O)C(C)S2 (centres undefined)	-0.3	5	-1	3	1	i	-4	0.0	-7	.
O=C1NC(=Nc2ccc(Cl)cc2)/C(=C/c2ccco2)S1	1.6	10	77*	15	61*	i	37*	38	-32	93*
CCOC(=O)C1CCN(C(=O)CN2C(=O)C(CC)Oc3ccccc32)CC1 (centres undefined)	-0.1	-4	-5	-5	-3	i	-1	-1.1	17	-1
C=CCSc1nnc2nc3[nH]c4c(C)cccc4c3nn12	-0.2	-17	1	4	3	i	2	0.6	-29	5
Cc1sc2ncn(CC(=O)NCCCN3CCC(C)CC3)c(=O)c2c1S(=O)(=O)N1CCC(C)CC1	-0.8	1	3	-1	0	i	-11	-2.0	-5	-10
Cc1occc1C(=O)N(C)Cc1nc(-c2ccc(Cl)cc2)no1	-0.5	-3	-4	6	0	i	-7	0.8	-7	8
OCC[C@H]1C[C@H](O)[C@@H](O)[C@@]2(CCCO2)O1	-0.2	-1	4	-6	-2	i	-4	-0.8	-1	-2
O=C(COC(=O)Cc1ccccc1[N+](=O)[O-])NCC1CCCCC1	-0.3	8	0	-4	3	i	-4	-1.6	-2	-3
O=C(COC(=O)c1ccc(Br)o1)NCCc1ccccc1	0.6	0	-1	1	-3	i	-2	-1.8	17	-4
O=C(CCNC(=O)c1ccc(Br)cc1)NNC(=O)C1COc2ccccc2O1 (centres undefined)	-0.3	0	0	-1	-1	i	-5	-1.0	11	-1
Nc1cc(Cl)ccc1C(=O)OCC(=O)NC1CCCCC1	0.7	-1	0	1	6	i	-4	-2.3	7	-11
N#Cc1ccc(C(=O)Nc2ccc(N3CCN(C(=O)c4ccco4)CC3)cc2)c(F)c1	1.1	0	-5	-4	3	i	-4	-0.8	-14	-11

For convenience, some entries already given:
SMILES	Tb MetRS inh	SUMO1 PPI mod	DNMT1 block	CSN inh	STEP inh	Rpn11 inh	NadD inh	LMPTP inh	PABP1 MLLE inh	Scp1 inh
CCCCN1C(=O)C(CC(=O)NCCCN(C)C)CC(C(=O)N(C(C)C)C(C)C)=C1C (centres undefined)	0.1	-4	.	-3	.	.	1	-2.6	.	.
Cn1c(CN2CCOCC2)nnc1SCC(=O)Nc1nccs1	0.1	1	3	1	-4	i	0	-1.6	0	-4
CC(C)(C)C(=O)NC1(C(F)(F)F)N=C2SCCN2C1=O (centres undefined)	-0.4	1	-1	-2	-1	i	-1	-0.6	20	4

Profiles from above:
Profile of COc1ccc(C)cc1NC(=O)C(OC(=O)c1cc(C)oc1C)c1ccccc1 (centres undefined) = Tb MetRS inh: -0.9; SUMO1 PPI mod: -3; DNMT1 block: 5; CSN inh: -22; STEP inh: 0; Rpn11 inh: i; NadD inh: 1; LMPTP inh: 3.5; PABP1 MLLE inh: -7; Scp1 inh: -5
Profile of C=CCSc1nnc2nc3[nH]c4c(C)cccc4c3nn12 = Tb MetRS inh: -0.2; SUMO1 PPI mod: -17; DNMT1 block: 1; CSN inh: 4; STEP inh: 3; Rpn11 inh: i; NadD inh: 2; LMPTP inh: 0.6; PABP1 MLLE inh: -29; Scp1 inh: 5

Assay outcomes (PubChem BioAssay)
